GALK inhibitor: qHTS Assay for Inhibitors of Human Galactokinase (GALK); P51570; Purified GALK, Kinase-Glo residual ATP luminescence; Potency, µM (titrated, usually from 57.5 µM), for the others: at the highest dose activity change, negative = inhibition, hits mostly inhibitors; actives 0.007% (n = 270,000); AID 1868, 2009; further: potency means the concentration at half of the fitted maximal effect; on the % scale 0 is the no-effect control and ±100 the full control effect
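The enzyme phosphorylates galactose (100 uM) using ATP (35 uM); inhibition is detected as higher residual ATP, quantified by bioluminescence after 1 h reaction at room temperature, pH 8.0.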
FBPA coupling cs: qHTS Assay for Inhibitors of Fructose-1,6-bisphosphate Aldolase from Giardia Lamblia: Coupling assay counterscreen | coupling enzyme system counterscreen, AmpLite Red fluorescence | activity change, negative = inhibition, % at 58.2 µM, hits read low | actives 0.67% (n = 290,000) | AID 2472, 2010; in the data active means activity change below about -30%; further: on the % scale 0 is the no-effect control and ±100 the full control effect
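First, compound is pin-transferred into glyceraldehyde-3-phosphate coupling-enzyme reagent at 57.5 uM final and held 10 min at RT. Next, substrate, coupling system and AmpLite Red are added. After 20 min RT, fluorescence (525/598 nm) is read.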
Menin MLL FP TR: qHTS Assay for Inhibitors Targeting the Menin-MLL Interaction in MLL Related Leukemias: Competition With Texas Red Labeled MLL-derived Mutant Peptide; Menin + Texas Red MLL mutant peptide, fluorescence polarization; AID 1768, 2009; O00255; Potency, µM (doses to about 61.6 µM), for inactives: top-dose FP activity change, negative = inhibition, actives largely listed as inhibitors; actives 0.23% (n = 270,000); active means well fitted inhibition curve with a large enough effect in the polarisation, with a control signal flat, not every such curve was filed as active; inconclusive means small, poorly fitted or top-dose-only effect, or effect the other way, or a change in a side signal; inactive means no such curve, though single readings can be large or run the other way; the % refers to the polarisation; further: potency means the concentration at half of the fitted maximal effect; % of control where 0% means no effect; many of its hits are not listed in these tables
Target sequence (O00255 whole entry, looked up): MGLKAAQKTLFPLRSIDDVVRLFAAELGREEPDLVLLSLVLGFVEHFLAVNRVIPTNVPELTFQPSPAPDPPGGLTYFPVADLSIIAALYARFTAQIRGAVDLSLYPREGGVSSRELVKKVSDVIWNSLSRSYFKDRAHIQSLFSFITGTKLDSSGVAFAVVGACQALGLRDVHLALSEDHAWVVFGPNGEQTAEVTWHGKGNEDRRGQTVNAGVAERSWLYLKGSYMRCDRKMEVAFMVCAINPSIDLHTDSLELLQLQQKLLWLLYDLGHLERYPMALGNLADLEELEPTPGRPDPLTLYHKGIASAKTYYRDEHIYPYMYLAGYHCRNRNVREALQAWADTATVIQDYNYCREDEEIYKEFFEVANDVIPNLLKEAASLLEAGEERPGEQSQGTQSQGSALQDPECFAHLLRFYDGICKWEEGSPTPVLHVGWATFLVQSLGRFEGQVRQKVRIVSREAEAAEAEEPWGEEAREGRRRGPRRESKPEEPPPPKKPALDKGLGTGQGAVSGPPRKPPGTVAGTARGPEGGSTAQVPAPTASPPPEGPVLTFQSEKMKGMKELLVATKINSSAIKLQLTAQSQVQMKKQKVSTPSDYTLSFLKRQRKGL
B2AR arrestin: qHTS assay of beta-arrestin-biased ligands of beta2-adrenergic receptor; Beta-2 adrenergic receptor (Homo sapiens), P07550; beta-arrestin recruitment to beta2AR, cell-based reporter; Potency, µM (titrated, usually from 46.1 µM), for inactives: at the top dose activation, most hits filed as activators; actives 0.02% (n = 330,000); AID 492947, 2010;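 further: potency means the concentration at half of the fitted maximal effect; 0% = DMSO controls and full agonism = EC100 isoproterenol or metaproterenol; nearly all actives have a fitted effect of over 65% in size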
Target sequence (P07550 whole entry, looked up): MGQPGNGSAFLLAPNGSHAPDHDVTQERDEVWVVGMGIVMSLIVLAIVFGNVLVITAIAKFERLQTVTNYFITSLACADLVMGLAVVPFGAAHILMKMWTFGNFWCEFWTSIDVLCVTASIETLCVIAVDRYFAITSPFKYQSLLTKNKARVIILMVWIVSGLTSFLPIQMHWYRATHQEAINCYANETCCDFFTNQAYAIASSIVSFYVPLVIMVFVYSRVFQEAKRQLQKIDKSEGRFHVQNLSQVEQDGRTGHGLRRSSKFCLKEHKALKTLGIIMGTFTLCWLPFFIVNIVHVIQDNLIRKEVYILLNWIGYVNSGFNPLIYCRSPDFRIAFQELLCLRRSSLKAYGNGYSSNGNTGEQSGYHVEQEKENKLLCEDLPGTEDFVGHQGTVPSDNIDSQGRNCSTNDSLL
hERG WT inh: qHTS for Inhibitors of KCHN2 3.1: Wildtype qHTS; U2OS, BacMam KCNH2, thallium flux FluxOr; stronger effect = lower value; activity change, % at 1.84 µM; actives 0.37% (n = 340,000);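 active means maximum activity change below -70%; inconclusive means maximum activity change between -70% and -50%; inactive means maximum activity change above -50%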; further: on the % scale 0 is the no-effect control and ±100 the full control effect
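U2OS cells were transduced with wild-type KCNH2 virus (2.03 x 10^8 / mL) for 4 h at room temperature, then cultured overnight at 37 C. Thallium flux was read with FluxOr dye. Rate constants were normalized to DMSO controls.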
USP2a block: qHTS Assay for Inhibitors of Ubiquitin-specific Protease USP2a Using CHOP2 as the Reporter; Ubiquitin carboxyl-terminal hydrolase 2 (Homo sapiens), O75604; USP2 core, Ub-CHOP2 coupled fluorogenic reporter, 485/531; Potency, µM (series often up to 38.3 µM), for the others: top-dose activity change, negative = inhibition, hits mostly inhibitors; actives 0.01% (n = 330,000); AID 463254, 2010;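 further: potency means the concentration at half of the fitted maximal effect; plate controls were DMSO wells for no effect and full inhibition by NEM control for full effect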
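USP2 core (10nM final) preincubated 30min RT with compound in 20mM Tris-HCl pH 8.0, 2mM CaCl2, 2mM beta-mercaptoethanol, 0.05% CHAPS; 25nM Ub-CHOP2 plus 25nM reporter substrate added, fluorescence (Ex485/Em531) read after 60min.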
TRPV1 agonist: HTS Assay for Compounds that Act as Agonists of the Vanilloid Receptor 1; actives 0.19% (n = 320,000); TRPV1-expressing cells, Fluo-8 calcium influx, agonist mode; Transient receptor potential cation channel subfamily V member 1 (Homo sapiens), Q8NER1; activation, % at 8.33 µM; AID 540275, 2011; in the data active means activation above about 80%; inconclusive means between about 30% and that limit; further: 0% is about no effect
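Fluo-8 calcium influx in TRPV1-expressing cells, kinetic read (ex 480/em 520 nm). Compound added and read 3 min for agonist activity, followed by capsaicin at EC20 final and 2 min further read for enhancement.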
KCNH2 3.1 block: qHTS for Inhibitors of KCHN2 3.1: Mutant qHTS | Potassium voltage-gated channel subfamily H member 2, brain isoform KCNH2 3.1 (human) | U2OS KCNH2 3.1, thallium flux FluxOr; stronger effect = lower value | activity change, % (tested at about 1.8 µM) | actives 0.95% (n = 340,000) | AID 720553, 2013;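 active means maximum activity change below -70%; inconclusive means maximum activity change from -70% to -50%; inactive means maximum activity change above -50%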;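 further: thallium influx rate constant from kinetic fluorescence after stimulation buffer; on the % scale 0 is the no-effect control and ±100 the full control effect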
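U2OS cells transduced with KCNH2 3.1 mutant virus (1.77 x 10^8 /mL, 4 h), plated overnight at 37 C, loaded 45 min with FluxOr dye plus Red40 quencher. Thallium flux rate constant from kinetic reads after stimulation buffer, normalised to controls.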
Giardia kill: Small Molecules that selectively kill Giardia lamblia: qHTS; activity change, % at 7.66 µM, hits read low; actives 0.15% (n = 340,000); AID 540267, 2011; Giardia lamblia trophozoite viability; in the data active means activity change below about -80%; inconclusive means between about -30% and that limit;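 further: parasites exposed to compound for two days anaerobically before the ATP read; on the % scale 0 is the no-effect control and ±100 the full control effect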
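Luminescent ATP signal served as the viability read-out, measured 15-30 min after adding ATP detection reagent to trophozoites that had been incubated with compounds for 48 hrs at 37 deg C anaerobically at 100 cells/well.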
PKM2 act: qHTS Assay for Activators of Human Muscle isoform 2 Pyruvate Kinase; Potency, µM (series often up to 57.5 µM), inactives show top-dose activation, most hits filed as activators; actives 0.34% (n = 260,000); Pyruvate kinase PKM (Homo sapiens), P14618; purified PKM2, Kinase-Glo ATP luminescence, activation; response scale: 0% is enzyme alone, no compound; AID 1631, 2009; further: potency means the concentration at half of the fitted maximal effect; on the % scale 0 is the no-effect control and ±100 the full control effect; nearly all actives have a fitted effect of over 55% in size
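Kinase-Glo luminescence reports ATP generated from ADP (0.1 mM) and PEP (0.5 mM) by purified hPK-M2 after 1 h at room temperature, pH 7.2 imidazole buffer; intermediate enzyme activity allows detecting inhibitors and activators.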
MLL CXXC-DNA inh: qHTS Fluorescence Polarization Assay for Inhibitors of MLL CXXC domain - DNA interaction. Histone-lysine N-methyltransferase 2A (Homo sapiens), Q03164. MLL-CXXC / FITC-HOXA9 DNA fluorescence polarization. Potency, µM (series often up to 115 µM), without a hit: top-dose activity change, negative = inhibition, usual class: inhibitors. actives 0.037% (n = 290,000); active means well fitted inhibition curve with a large enough effect in the polarisation, with a control signal flat, not every such curve was filed as active; inconclusive means small, poorly fitted or top-dose-only effect, or effect the other way, or a change in a side signal; inactive means no such curve, though single readings can be large or run the other way; the % refers to the polarisation; further: potency means the concentration at half of the fitted maximal effect
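Fluorescence polarization: 7 uM MLL-CXXC (stock) preincubated 5 min with compounds, then 50 nM fluorescein-HOX-A9 DNA (stock) added; 30 min ambient. Buffer 50 mM Tris-HCl pH 7.5, 50 mM NaCl, 1 mM DTT, 0.05% BSA.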
Numbers without * were called inactive; u = inconclusive; x = no result given; & = joins results of further samples; [ ] = dose if it differs, or a comment. Unless noted, the call rests on the fitted dose curve; in most records, active means well fitted curve in the direction sought with a large enough effect; inconclusive means small, poorly fitted or top-dose-only effect, or another doubt; inactive means no such curve, though single readings can be large; an effect the other way counts as inactive or inconclusive. These rows are one share of the data; count on the stated rates, not on these rows.

SMILES | GALK inhibitor | FBPA coupling cs | Menin MLL FP TR | B2AR arrestin | hERG WT inh | USP2a block | TRPV1 agonist | KCNH2 3.1 block | Giardia kill | PKM2 act | MLL CXXC-DNA inh
CCc1sc(C(=O)N2CCN(c3ncccn3)CC2)cc1Br | 6% | x | x | -0.4% | -22 | 0% | u | 1 | -8 | -1% | 17%
Cc1[nH]n(C(N)=S)c(=O)c1N=Nc1cccc(C(F)(F)F)c1 | -1% | 6 | u | -0.2% | 6 | -1% | 5 | 4 | -5 | x | -16%
CCOC(=O)c1ccc(N2CN(CCc3ccccc3)CNC2=S)cc1 | 2% | 4 | 4% | -0.8% | -23 | -2% | -2 | -27 | -3 | 1% | -4%
Cc1cccc(OCc2nnc(SCC(=O)Nc3cc(C)on3)n2C)c1 | -2% | 2 | -2% | -0.2% | -15 | -1% | 1 | 11 | 2 | -4% | 4%
COc1ccc(C2CC(c3ccc(F)cc3)n3nc(NC(=O)c4ccco4)nc3N2)cc1 (stereo unspecified) | 2% | 7 | x | 0.1% | -1 | 6% | -2 | -16 | -4 | -2% | 10%
O=C(c1ccc([N+](=O)[O-])s1)N1CCc2ccccc2C1 | -1% | 0 | 6% | 0.0% | 4 | 0% | 2 | 0 | u | 1% | 1%
Cc1ccc(C(=O)Nc2cc(=O)n(C)c(=O)n2C)o1 | -1% | 4 | 10% | 2.9% | 7 | 1% | 4 | 14 | -1 | 7% | -4%
CCCCC(CC)c1nnc(NC(=O)c2cccs2)s1 (stereo unspecified) | 4% | 10 | 1% | -1.2% | -18 | -3% | 24 | -5 | -7 | -6% | 0%
Cc1nn(Cc2ccc(Cl)cc2)c(C)c1NC(=O)c1c(-c2ccccc2)noc1C | 2% | 8 | 2% | -0.6% | 0 | 1% | 2 | -5 | 8 | -4% | 3%
CN(C)CCN(C(=O)c1cc(Cl)sc1Cl)c1nc2ccc(F)cc2s1 | 0% | 0 | 1% | 0.3% | -8 | 4% | 1 | 3 | 4 | 12% | 5%
CC(C)COc1cccc(C(=O)NNC(=O)C2COc3ccccc3O2)c1 (stereo unspecified) | 1% | x | x | 0.5% | -37 | -1% | u | 1 | 35[activator] | -4% | 5%
CCOC(=O)c1cc(-c2ccccc2)n(CCC(=O)N2CCN(c3ccccn3)CC2)c1C | -1% | -1 | -4% | -0.1% | 3 | 2% | 7 | -6 | -1 | -5% | 12%
O=S(=O)(c1ccc(NC(=S)Nc2ccccc2)cc1)N1CCOCC1 | x | 6 | -2% | -0.8% | -5 | 2% | -3 | 9 | -12 | 8% | -3%
CC(C)CN(C(=O)CN1CCN(S(=O)(=O)c2ccccc2)CC1)c1c(N)n(CC(C)C)c(=O)[nH]c1=O | 1% | 6 | -15% | -1.0% | -13 | 2% | 1 | 11 | -19 | -4% | 2%
CCOc1ccc(-n2ccnc(SCC(=O)NC3CCCC3)c2=O)cc1 | x | x | x | 0.2% | -7 | 0% | -3 | -7 | 2 | x | x
O=C(CCSc1nc2ccccc2s1)N/N=C/c1c(O)ccc2ccccc12 | 0% | -2 | u | -0.8% | -4 | 0% | -4 | -5 | 2 | -4% | 7%
O=c1cc(CO)oc(C(Nc2ccccn2)c2ccc(F)cc2)c1O (stereo unspecified) | -2% | -9 | -1% | -0.8% | 2 | 1% | 7 | 1 | -1 | 11% | -20%
CC(Oc1ccc2c3c(c(=O)oc2c1)CCC3)C(=O)NC1CCN(Cc2ccccc2)CC1 (stereo unspecified) | -1% | x | x | -0.5% | 33 | 3% | 3 | 21 | 6 | x | 15%
Cn1c(N)c(C(=O)COC(=O)c2cc(-c3ccco3)nc3ccccc23)c(=O)n(C)c1=O | x | -1&0 | u | 0.2% | 10 | 1% | 17 | 4 | -2 | 22%&5% | 9%
CC(C)(Cc1cccc(CC(C)(C)C(=O)O)c1)C(=O)O | x | 1 | 1% | -1.6% | -11 | 2% | 1 | -9 | 4 | 0% | 4%
Cc1cccc2nc3ccccc3nc12 | -1% | 1 | 9% | -0.1% | -22 | 5% | 0 | 3 | 0 | -4% | 1%
CCOC(=O)c1ccc(NC(=O)CCC(=O)OC)cc1 | -1% | -6 | -7% | 0.0% | 5 | 0% | -2 | -2 | -1 | -5% | 2%
Cc1cc(NC(=O)/C=C/c2ccccc2)c(C(C)C)cc1O | 0% | -1 | -21% | -1.1% | -1 | 1% | 2 | 2 | 8 | 0% | -13%
CC1CCCCC1NC(=O)CCN1C(=O)C2C3C=CC(C3)C2C1=O (stereo unspecified) | 0% | -1 | 7% | 0.4% | 3 | 1% | 4 | -11 | -17 | 0% | -15%
CN(C(=O)c1cccc([N+](=O)[O-])c1)c1ccccc1C(=O)NCc1ccccc1 | -3% | x | x | -0.1% | -16 | 0% | 0 | x | 8 | -4% | 4%
Cc1cc([N+](=O)[O-])nn1CC(=O)c1ccccc1 | 8% | -1 | 0% | 0.2% | 4 | -1% | 1 | 3 | -15 | 0% | -7%
CC1=C(C(=O)Nc2ccccc2C)C(c2ccc(C)o2)NC(=S)N1 (stereo unspecified) | 0% | 0 | 1% | -0.2% | 3 | 2% | 0 | 10 | 14 | -4% | -7%
CC1CCCCN1C(=O)c1ccc(NC(=O)c2ccccc2Cl)cc1 (stereo unspecified) | 10% | 0 | 0% | 0.1% | -202* | -1% | 0 | u | 7 | -1% | 1%
N#CCCN1CCN(C2=NC(=O)/C(=C\c3cccs3)S2)CC1 | 6% | 1 | 28% | -0.4% | 3 | -3% | -12 | -3 | -18 | -9% | -5%
Cc1ccc(S(=O)(=O)N2CCOCC2)cc1C(=O)O | 4% | 4 | 9% | -0.4% | -9 | -1% | 4 | 1 | 10 | -4% | 13%
CCN(CC)S(=O)(=O)c1ccc(NC(=O)COC(=O)c2cc(S(=O)(=O)Nc3ccc(OC)cc3)ccc2O)cc1 | -3% | 0 | u | -0.3% | -1 | -2% | 2 | -3 | 4 | 7% | -1%
CCOC(=O)C1(CCOc2ccccc2)CCN(Cc2ccc(COC)o2)CC1 | 3% | 1 | u | -0.2% | 16 | 0% | 3 | x | 6 | -5% | 2%
O=C(Nc1ccc(C(=O)N2CCN(c3ccc(F)cc3)CC2)cc1)C1=CSCCO1 | 6% | -1 | 12% | -1.0% | -4 | -6% | 23 | -3 | 35[activator] | x | 5%
O=C(Cc1ccc(Cl)cc1)NNC(=O)C(=O)NC1CCCCC1 | x | x | x | -0.3% | -2 | 2% | x | -4 | -16 | x | x

4 entries drawn at random from the list so far:
SMILES | GALK inhibitor | FBPA coupling cs | Menin MLL FP TR | B2AR arrestin | hERG WT inh | USP2a block | TRPV1 agonist | KCNH2 3.1 block | Giardia kill | PKM2 act | MLL CXXC-DNA inh
Cc1ccc(S(=O)(=O)N2CCOCC2)cc1C(=O)O | 4% | 4 | 9% | -0.4% | -9 | -1% | 4 | 1 | 10 | -4% | 13%
CC1CCCCN1C(=O)c1ccc(NC(=O)c2ccccc2Cl)cc1 (stereo unspecified) | 10% | 0 | 0% | 0.1% | -202* | -1% | 0 | u | 7 | -1% | 1%
CN(C(=O)c1cccc([N+](=O)[O-])c1)c1ccccc1C(=O)NCc1ccccc1 | -3% | x | x | -0.1% | -16 | 0% | 0 | x | 8 | -4% | 4%
O=C(Nc1ccc(C(=O)N2CCN(c3ccc(F)cc3)CC2)cc1)C1=CSCCO1 | 6% | -1 | 12% | -1.0% | -4 | -6% | 23 | -3 | 35[activator] | x | 5%
